From PubChem
GLD-1 TGE inh = GLD-1-TGE RNA interaction inhibition (C. elegans); purified GLD-1 + fluorescein TGE RNA, fluorescence polarization; inhibition, % at 5.96 µM; 0.44% of 320,000 active; Q17339;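 active = percent inhibition above a per-plate cutoff, the plate mean of test compounds plus 3 SD, cut at about 30% in these data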;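 note: 0% = DMSO wells with GLD-1 and probe and 100% = wells lacking GLD-1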
Target sequence (Q17339 whole entry, looked up): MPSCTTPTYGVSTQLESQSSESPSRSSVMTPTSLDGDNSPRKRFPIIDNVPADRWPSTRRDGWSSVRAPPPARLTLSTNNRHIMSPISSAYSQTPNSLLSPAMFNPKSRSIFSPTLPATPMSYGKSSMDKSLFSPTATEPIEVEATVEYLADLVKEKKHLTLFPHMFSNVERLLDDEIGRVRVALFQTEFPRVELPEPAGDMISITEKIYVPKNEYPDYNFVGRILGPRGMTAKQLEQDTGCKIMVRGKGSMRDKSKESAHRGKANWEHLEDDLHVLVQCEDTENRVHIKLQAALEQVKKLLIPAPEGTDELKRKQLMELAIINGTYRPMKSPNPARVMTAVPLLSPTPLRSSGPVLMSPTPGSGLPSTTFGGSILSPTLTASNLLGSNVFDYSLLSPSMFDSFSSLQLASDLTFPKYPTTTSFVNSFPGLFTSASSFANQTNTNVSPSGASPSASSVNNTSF
Fam108B inh = blocks mouse Fam108B hydrolase in RBBP9 counter-screen; recombinant Fam108B, FP-Rh probe fluorescence polarization; inhibition, % at 9.51 µM; 0.33% of 300,000 active; AID 1947;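 active = inhibition above the screen mean inhibition plus 3 SD, computed separately per campaign, cut at about 18% in these data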;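 note: inhibitors lower polarization as less probe binds the enzyme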
ZTA DNA inh = blocks Epstein-Barr virus ZTA, an EBNA-1 counter-screen; P03206; AID 2234; ZTA-DNA binding, fluorescence polarization; inhibition, % at 11 µM; 0.15% of 320,000 active; in the data active = inhibition above about 33%
MCL1-BIM inh = inhibitors of human MCL1 binding to BIM-BH3 peptide; Q07820; GST-MCL1 / FITC-Bim-BH3 fluorescence polarization; inhibition, % at 10.9 µM; 0.68% of 320,000 active; AID 2057;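 active = inhibition above the mean inhibition of all tested compounds plus 3 SD, set per campaign, cut at about 40% in these data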;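 note: 0% = DMSO wells and 100% = unlabeled Bim-BH3 peptide control; higher means more loss of mP so more displacement of Bim peptide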
Target sequence (Q07820 whole entry, looked up): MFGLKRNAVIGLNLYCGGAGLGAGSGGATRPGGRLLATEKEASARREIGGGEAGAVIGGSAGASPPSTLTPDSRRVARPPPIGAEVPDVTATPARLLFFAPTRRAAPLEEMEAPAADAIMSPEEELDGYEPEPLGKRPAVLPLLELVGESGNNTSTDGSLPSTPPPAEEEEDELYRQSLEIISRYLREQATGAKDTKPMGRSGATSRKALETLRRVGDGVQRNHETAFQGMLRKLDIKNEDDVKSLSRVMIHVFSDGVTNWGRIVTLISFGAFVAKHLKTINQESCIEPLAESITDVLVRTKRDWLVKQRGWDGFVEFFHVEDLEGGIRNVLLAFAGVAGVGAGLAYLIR
EBNA-1 inh = blocks EBNA-1 binding to DNA | EBNA-1 DNA binding, fluorescence polarization | inhibition, % at 14.8 µM | 0.34% of 300,000 active; in the data active = inhibition above about 28%
CR mimetic SO = lowers age-related superoxide in aged yeast cells | S. cerevisiae aged cells, superoxide DHE fluorescence; stronger effect = lower value | superoxide response (% of plate mean), % at 10 µM | 0.18% of 330,000 active | AID 2690;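 active = superoxide response under a set limit, about three screen SD below normal, cut at about 65% in these data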;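 note: yeast aged for seven days with compound at 30 °C before DHE staining; 100% = average MFI of all compound-treated wells on the plate with controls excluded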
MEX-5 binding = C. elegans MEX-5 TCR-2 RNA binding activity | Q9XUB2 | MEX-5/FITC-TCR2 RNA binding, fluorescence polarization; stronger effect = lower value | activity score (negative = inhibition of binding), % at 10 µM | 0.38% of 300,000 active;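 active = inhibition past about -25% in most replicates, and total fluorescence under double the plate's negative control median, limit read from the data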;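 note: 0% = DMSO and -100% = 5 µM competing unlabeled TCR2 RNA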
Efflux pump mplx = antifungal efflux pump inhibition, Nile Red retention. 0.44% of 330,000 active. inhibition, % at 10 µM. S. cerevisiae Candida pump triplex. AID 485275;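 active = plate passing quality check with inhibition over a set limit, or well fluorescence over plate mean plus 4 SD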;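 note: Nile Red retained in pooled yeast measured as flow cytometry median fluorescence; 0% = buffer negative control and 100% = Enniatin B positive control; higher means more Nile Red kept so more efflux inhibition; some compounds called inactive have numbers as strong as hits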
Bcl-xL primary = inhibitors of human Bcl-xL | Q07817 | GST-Bcl-xL / FITC-Bim BH3 peptide fluorescence polarization | inhibition, % at 10.9 µM | 0.7% of 320,000 active | AID 2129;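 active = inhibition above the mean of all tested compounds plus 3 SD, cutoff set per campaign, cut at about 30% in these data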;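 note: 0% = DMSO wells and 100% = unlabeled Bim-BH3 peptide competitor; inhibitors lower millipolarization by displacing the labeled peptide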
Target sequence (Q07817 whole entry, looked up): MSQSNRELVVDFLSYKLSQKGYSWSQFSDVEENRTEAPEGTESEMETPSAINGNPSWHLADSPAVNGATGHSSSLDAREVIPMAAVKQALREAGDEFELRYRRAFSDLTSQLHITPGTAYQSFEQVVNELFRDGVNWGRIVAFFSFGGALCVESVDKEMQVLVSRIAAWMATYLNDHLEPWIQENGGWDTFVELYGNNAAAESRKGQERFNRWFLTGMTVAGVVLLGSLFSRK
Active calls of the source: *; . = not tested or not shown. This is a random part of the collection; overall some 2.3% were active at least once.

#	compound	GLD-1 TGE inh	Fam108B inh	ZTA DNA inh	MCL1-BIM inh	EBNA-1 inh
1	COc1cc(=O)n(C)c2ccccc12	3	-1	6	0	-7
2	Cc1nnc2ccc(-c3cccc(NC(=O)c4ccc(Br)o4)c3)nn12	0	-5	8	0	-9
3	COc1ccc(C(=O)c2ccc(OC)c(OC)c2)cc1	6	-2	10	2	12
4	Cc1ccc(C(C)C)cc1S(=O)(=O)Nc1cccnc1	6	-1	0	5	5
5	COc1ccc(/C=C(\C#N)C(=O)OCCNC(=O)c2ccncc2)cc1	-5	-2	-17	8	-1
6	CC(C)(C)c1ccc(-c2nc(-c3ccncc3)no2)cc1	6	2	-6	-7	-6
7	CCN(CC)CCNC(=O)c1ccc(NC2=NC3CS(=O)(=O)CC3S2)cc1 (centres undefined)	1	-5	-10	7	0
8	CCN(CC)S(=O)(=O)c1ccc(NS(=O)(=O)c2cccc(C)c2)cc1	3	0	6	15	-3
9	O=C(CN1CCN(C/C=C/c2ccccc2)CC1)Nc1ccc(F)cc1F	8	1	10	0	-7
10	CCCCN(C(=O)CN1C(=O)C2CCCCC2C1=O)c1c(N)n(Cc2ccccc2)c(=O)[nH]c1=O (centres undefined)	0	-2	1	-3	-5
11	COC(=O)c1ccc(CN2C(=O)C3CCCCC3C2=O)o1 (centres undefined)	4	0	18	-3	4
12	Cc1ccc(NC(=O)CN(C)CC(=O)NC2CCCc3ccccc32)cc1 (centres undefined)	-3	-2	-10	-5	-11
13	CC1CN(CCCCOc2ccc(Cl)c3ccccc23)CC(C)O1 (centres undefined)	10	0	-6	-2	-10
14	O=C(COc1ccccc1C(=O)O)Nc1ccc(SC(F)F)cc1	4	-5	-17	3	-6
15	C[C@@H](CO)NC(=O)c1ccc2c3n(nc2c1)-c1ccccc1CO3	1	0	-9	7	4

#	CR mimetic SO	MEX-5 binding	Efflux pump mplx	Bcl-xL primary
1	93	0.9	0.2	2
2	102	1.4	0.0	9
3	85	-4.3	-0.1	1
4	107	-5.9	0.1	2
5	98	-0.9	0.0	5
6	100	2.5	0.0	-4
7	106	-1.2	-0.1	-2
8	95	-0.6	-0.2	8
9	86	-0.6	0.1	5
10	102	1.5	0.0	-3
11	130	1.6	0.0	2
12	109	0.9	0.0	-13
13	126	0.3	0.1	8
14	168	3.7	-0.2	6
15	101	-1.2	0.0	8

A draw from above in order of length of the SMILES, descending:
#	compound	GLD-1 TGE inh	Fam108B inh	ZTA DNA inh	MCL1-BIM inh	EBNA-1 inh
10	CCCCN(C(=O)CN1C(=O)C2CCCCC2C1=O)c1c(N)n(Cc2ccccc2)c(=O)[nH]c1=O (centres undefined)	0	-2	1	-3	-5
7	CCN(CC)CCNC(=O)c1ccc(NC2=NC3CS(=O)(=O)CC3S2)cc1 (centres undefined)	1	-5	-10	7	0
15	C[C@@H](CO)NC(=O)c1ccc2c3n(nc2c1)-c1ccccc1CO3	1	0	-9	7	4
5	COc1ccc(/C=C(\C#N)C(=O)OCCNC(=O)c2ccncc2)cc1	-5	-2	-17	8	-1
9	O=C(CN1CCN(C/C=C/c2ccccc2)CC1)Nc1ccc(F)cc1F	8	1	10	0	-7
6	CC(C)(C)c1ccc(-c2nc(-c3ccncc3)no2)cc1	6	2	-6	-7	-6
11	COC(=O)c1ccc(CN2C(=O)C3CCCCC3C2=O)o1 (centres undefined)	4	0	18	-3	4
4	Cc1ccc(C(C)C)cc1S(=O)(=O)Nc1cccnc1	6	-1	0	5	5
3	COc1ccc(C(=O)c2ccc(OC)c(OC)c2)cc1	6	-2	10	2	12

#	CR mimetic SO	MEX-5 binding	Efflux pump mplx	Bcl-xL primary
10	102	1.5	0.0	-3
7	106	-1.2	-0.1	-2
15	101	-1.2	0.0	8
5	98	-0.9	0.0	5
9	86	-0.6	0.1	5
6	100	2.5	0.0	-4
11	130	1.6	0.0	2
4	107	-5.9	0.1	2
3	85	-4.3	-0.1	1

Next records.
#	compound	GLD-1 TGE inh	Fam108B inh	ZTA DNA inh	MCL1-BIM inh	EBNA-1 inh
16	NS(=O)(=O)c1cccc(NC(=O)COC(=O)Cn2cnc3ccccc32)c1	9	5	-10	5	0
17	CCc1ccc(-c2cc(C)no2)cc1S(=O)(=O)NC(C)Cc1ccco1 (centres undefined)	-1	-2	10	0	-7
18	CSCCC(NS(=O)(=O)c1ccc2c(c1)OCCO2)C(=O)N(C)Cc1ccc(F)cc1 (centres undefined)	13	2	-9	4	-7
19	CCC(=O)OC1(C(=O)CCl)[C@@H](C)C[C@H]2[C@@H]3CCC4=CC(=O)C=C[C@]4(C)[C@@]3(F)[C@@H](O)C[C@@]21C (some centres undefined)	8	-1	1	-2	6
20	CN(CC(=O)Nc1ccc(Cl)c(C(F)(F)F)c1)C(=O)/C=C/c1ccco1	3	1	-12	6	-1
21	COc1cccc(C(=O)c2c(C)c(CCC#N)n3ccccc23)c1OC	5	0	3	8	-6
22	Cc1noc(C)c1CCC(=O)NC1CCCN(Cc2ccc(CC(C)C)cc2)C1 (centres undefined)	0	-2	1	2	-4
23	O=C(c1cc(-c2cccc(Cl)c2)on1)N1CCN(c2ccc(F)cc2)CC1	1	-2	12	3	-2
24	CCOC(=O)c1[nH]c(C)c(/C(O)=C2\C(=O)C(=O)N(CCN(C)C)C2c2ccc(C)o2)c1C (centres undefined)	11	-2	-8	2	2
25	CC(C)C[C@H](NC(=O)NCc1ccccc1Cl)C(=O)O	6	5	10	-1	15
26	Cc1cccc(N(CC(=O)NCCSc2ccccn2)S(=O)(=O)c2ccccc2)c1	4	3	10	8	7
27	COc1cc(NC(=S)NCCO)c(OC)cc1Cl	5	-1	-19	11	1
28	CC(=O)NC(CC(=O)Nc1cc(Cl)ccc1-n1cncn1)c1ccccc1 (centres undefined)	1	0	7	-9	-2
29	CC(C(=O)Nc1ccc2c(c1)OCCO2)N(C)Cc1c(F)cccc1Cl (centres undefined)	-6	1	6	-5	-1
30	CCN1CCCC1CNC(=O)c1cc(N)ccc1OC (centres undefined)	5	1	3	8	5

#	CR mimetic SO	MEX-5 binding	Efflux pump mplx	Bcl-xL primary
16	97	3.1	-0.1	6
17	125	1.6	0.0	1
18	98	0.7	0.1	0
19	107	.	0.1	1
20	99	-0.9	-0.1	1
21	90	0.0	0.0	11
22	83	0.5	0.0	5
23	89	1.3	-0.2	1
24	92	-3.2	-0.1	5
25	101	-0.2	0.0	4
26	92	-0.5	-0.1	7
27	85	2.4	-0.1	8
28	101	-1.6	0.0	-11
29	102	0.3	0.0	0
30	89	.	0.1	6

(listing goes on)
#	compound	GLD-1 TGE inh	Fam108B inh	ZTA DNA inh	MCL1-BIM inh	EBNA-1 inh
31	O=C1NC(=S)S/C1=C\c1ccc2ccccc2c1	1	-4	-12	0	-14
32	CSCC[C@H](NC(=O)NCc1ccccc1F)C(=O)O	-2	-1	1	-3	-11
33	COc1ccccc1CNC(=O)C(Cc1c[nH]c2ccccc12)NC(=O)OCc1ccccc1 (centres undefined)	2	-5	10	-15	-2
34	O=C(COc1ccc(Br)cc1Cl)NC(=O)NCc1ccccc1	10	4	-4	-4	0
35	CCCn1nc(NC(=O)C2CCCO2)c2cc3cc(C)ccc3nc21 (centres undefined)	6	4	3	-3	-1
36	CC(=O)c1c(C)[nH]c(C(=O)NC2CCSc3ccccc32)c1C (centres undefined)	4	2	5	8	-4
37	COc1cc(NC(=O)CSc2ccc(-c3cccnc3)nn2)cc(OC)c1	2	-2	3	3	-4
38	COc1cccc(OC)c1C(=O)NC(=S)Nc1ccc2oc(-c3ccncc3)nc2c1	5	-7	2	5	12
39	O=C1/C(=C/c2cccs2)NC(=S)N1C1CC1	4	5	9	2	12
40	Cc1c(Cl)cccc1NC(=S)NCC(c1cccnc1)N(C)C (centres undefined)	4	1	0	1	-2
41	Cc1cc2occ(CC(=O)OCC(=O)Nc3sc4c(c3C#N)CCC(C)C4)c2cc1C (centres undefined)	-2	-1	-14	6	-2
42	O=C(NCc1c(Cl)cccc1Cl)c1ccc2nnsc2c1	6	-3	8	3	12
43	Cc1ccc(NC(=O)CSc2ccc(-c3ccco3)nn2)c(C)c1	5	4	-11	10	-1
44	CC(=O)c1cccc(NC(=O)NN2CCN(C)CC2)c1	2	3	15	3	4
45	Cc1ccc(NS(=O)(=O)c2cccc3cccnc23)c(Cl)c1	2	-6	3	11	-3

#	CR mimetic SO	MEX-5 binding	Efflux pump mplx	Bcl-xL primary
31	101	1.0	0.3	-2
32	98	1.0	0.1	0
33	99	0.7	-0.1	-1
34	96	-0.6	0.0	0
35	92	2.0	0.0	1
36	91	-0.8	0.7	5
37	103	1.2	0.1	3
38	100	0.2	0.3	2
39	102	-0.5	-0.1	-1
40	100	0.2	0.1	2
41	105	1.1	-2.8	3
42	80	0.3	-0.2	4
43	104	.	0.0	3
44	99	2.4	-1.3	1
45	103	-1.5	-0.1	5

The results go on:
#	compound	GLD-1 TGE inh	Fam108B inh	ZTA DNA inh	MCL1-BIM inh	EBNA-1 inh
46	COc1ccc(N(CC(=O)N/N=C(\C)c2ccccc2)S(=O)(=O)c2ccccc2)cc1	-4	0	5	0	6
47	C/C(=C/c1oc2ccc(O)cc2c1[N+](=O)[O-])N(C)C	-5	2	24	6	0
48	CCOc1ccc(OCc2ccc(C(=O)N3CCc4ccccc4C3)o2)cc1	-2	-2	0	4	-1
49	O=C1c2ccccc2C2=Nc3ccccc3SC(c3ccc(Cl)cc3)C12 (centres undefined)	5	14	13	1	10
50	Fc1ccc(CSc2ncnc3nc[nH]c23)cc1	3	1	-2	-3	-13
51	CNc1nc(SCC(=O)Nc2ccc(Cl)c(Cl)c2)nc(N2CCOCC2)n1	1	-1	30	0	20
52	CC(C)c1cc(NCCCN2CCOCC2)n2c(nc3ccccc32)c1C#N	2	2	-15	-1	-8
53	CC(C)(C)CC(=O)NCCCCCCNC(=O)CC(C)(C)C	8	3	18	3	12
54	CCOc1ccc(CCNC(=O)CN2CCN(Cc3ccccc3C)C2=O)cc1OCC	-5	-1	3	-1	-9
55	CCOCCCNC(=O)c1ccccc1SC	1	11	-14	6	10
56	COc1cc(S(=O)(=O)N(Cc2ccc(C)cc2)C2CCCCC2)ccc1-n1cnnn1	-1	-4	-10	7	-1
57	CCCCN(C)S(=O)(=O)c1ccc(C(=O)Nc2nnc(-c3ccco3)o2)cc1	3	1	-14	7	-1
58	CC(C)(C)NS(=O)(=O)c1cnc(Cl)c(Cl)c1	4	4	-5	0	-5
59	CCOC(=O)C1=C(N)Oc2cc(C)oc(=O)c2C1c1cccnc1 (centres undefined)	-1	-3	1	3	-7
60	O=C(CSc1nc2ccccc2c(=O)n1-c1ccccc1)N1CCCC1	1	4	14	3	4
61	Cc1cccc(NC(=O)CSc2ncnc3nc[nH]c23)c1	1	2	18	6	-6

#	CR mimetic SO	MEX-5 binding	Efflux pump mplx	Bcl-xL primary
46	108	0.9	0.2	0
47	103	-1.7	-0.1	8
48	127	0.0	0.0	6
49	105	-0.1	0.3	5
50	102	1.4	0.1	5
51	91	-0.6	0.0	5
52	94	0.7	0.0	5
53	94	0.4	0.0	4
54	104	1.7	0.2	-2
55	126	2.0	0.0	6
56	91	0.9	-0.1	4
57	91	1.9	0.1	3
58	95	-0.1	0.2	4
59	101	0.7	0.1	2
60	90	-0.3	-0.1	7
61	98	1.1	-0.1	5
